Screens from PubChem BioAssay.
NR2E3 ag-1 – agonists of human NR2E3 nuclear receptor; Q9Y5X4; CHO-S Gal4-NCOR/VP16-NR2E3 two-hybrid, luciferase; inhibition of corepressor binding, % at 3.98 µM; actives 0.35% (n = 360,000); AID 602229;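 active = inhibition above the mean of all tested compounds plus 3 SD, cut at about 70% in these data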;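 note: 0% = DMSO with NR2E3 transfected cells and 100% = cells lacking NR2E3 construct; higher means lower luciferase signal from less NR2E3 corepressor binding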
Target sequence (Q9Y5X4 whole entry, looked up, the tested form may be a part): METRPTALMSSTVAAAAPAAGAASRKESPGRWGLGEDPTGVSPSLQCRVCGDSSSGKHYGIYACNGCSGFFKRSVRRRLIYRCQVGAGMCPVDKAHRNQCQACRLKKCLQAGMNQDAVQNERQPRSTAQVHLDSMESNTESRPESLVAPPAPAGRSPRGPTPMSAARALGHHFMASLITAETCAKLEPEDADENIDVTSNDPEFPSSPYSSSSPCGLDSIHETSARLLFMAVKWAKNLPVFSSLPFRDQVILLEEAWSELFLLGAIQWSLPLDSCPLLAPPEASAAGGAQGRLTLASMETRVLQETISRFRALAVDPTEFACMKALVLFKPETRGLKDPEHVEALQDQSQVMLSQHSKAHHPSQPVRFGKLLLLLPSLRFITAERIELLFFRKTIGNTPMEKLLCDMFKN
HIF-2a block – HIF-2a inhibition; inhibition, % at 18.8 µM; 786-0 RCC cells HIF-2a reporter, luciferase luminescence, overnight; actives 0.72% (n = 360,000);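 active = inhibition of the luminescence signal of 40% or more relative to plate controls, in a single-dose primary screen at 18.75 µM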
Shn3 inh set2 – inhibitors of Schnurri-3 3'UTR reporter in osteoblasts; AID 588674; inhibition, % at 12.5 µM; actives 0.52% (n = 360,000); Clone20 osteoblast Shn3 3'UTR firefly luciferase, 24 h;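 active = mean inhibition of at least 75% with every replicate also reaching 75%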;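 note: 0% = median of neutral control wells and 100% = pilot-screen positive control compound; some compounds past the cut are filed as inactive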
LMP1 NFkB inh – Epstein-Barr LMP1 NF-kappaB reporter inhibition; LMP1-induced NF-kappaB luciferase reporter cells, luminescence; inhibition, % at 12.5 µM; actives 0.69% (n = 350,000); in the data active = inhibition above about 41%;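 note: 0% = neutral control wells and 100% = reference inhibitor control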
KKLEB tox – counter-screen for CF NF-kB inhibitors: cytotoxicity | KKLEB CF airway cells viability, ATPlite luminescence, overnight; stronger effect = lower value; cells stimulated with P. aeruginosa culture filtrate | activity change (cytotoxicity), % at 5 µM | actives 0.36% (n = 360,000);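 active = corrected activity change at or below -50% at 5 µM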
iPSC survival up – enhancers of human iPSC single-cell survival | hiPSC single-cell survival, ATPlite luminescence; 100% = ROCK inhibitor wells, 0% = DMSO | survival enhancement, % at 20 µM | actives 0.044% (n = 360,000); in the data active = survival enhancement above about 18%;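 note: cells exposed to compounds for 16 hours before the ATP read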
Peg3 prom inh – inhibitors of Peg3 promoter | AID 588405 | HeLa PEG-Prom luciferase reporter, luminescence, overnight | actives 1.7% (n = 360,000) | inhibition, % at 20 µM;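 active = inhibition of at least 50% at 20 µM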
TRAIL sens C8 – sensitizes caspase-8 expressing cells to TRAIL | inhibition (viability loss, TRAIL sensitization), % at 10 µM | NB7+C8 cells + TRAIL, ATPlite viability luminescence | actives 1% (n = 360,000);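 active = compounds causing at least 50% loss of cell viability in the single-dose screen, relative to plate controls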
MITF TRPM1 inh – reduces MITF-dependent TRPM1 promoter luciferase signal | actives 0.83% (n = 330,000) | inhibition, % at 12.5 µM | SK-MEL-5 TRPM1 promoter luciferase, 24 h;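 active = mean inhibition across replicates of 60% or more, whatever share of single replicates reaches that level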; note: values of inactives mirror those of a sister screen read the other way
CF NFkB inh – blocks PAF-induced NF-kB reporter in cystic fibrosis cells; inhibition, % at 5 µM; actives 0.86% (n = 360,000); KKLEB NF-kB-GFP reporter, GFP fluorescence overnight; AID 588850;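 active = at least 50% inhibition at 5 µM, scaled per plate between neutral and stimulator controls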;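 note: PAF is a Pseudomonas aeruginosa culture filtrate used as stimulus; plate controls were PAF-stimulated DMSO wells for no effect and unstimulated DMSO wells for full effect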
NR2E3 ag-2 – agonists of human nuclear receptor NR2E3 | Q9Y5X4 | GST-NR2E3/biotin-RetCOR TR-FRET, 1536-well | inhibition of corepressor binding, % at 4.78 µM | actives 0.12% (n = 320,000) | AID 2300;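 active = percent inhibition above the cutoff of mean plus 3 SD of all tested compounds, set per screening campaign, cut at about 20% in these data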;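 note: 0% = DMSO wells and 100% = biotin wells as full block of FRET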
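system = GST-tagged NR2E3 plus biotinylated RetCOR corepressor | input = 1.35 nM GST-NR2E3 | also added = 7 nM biotin-RetCOR | schedule = 5 h incubation at 4 °C | measured by = TR-FRET with europium anti-GST and streptavidin-D2, 340 nm excitation | read-out = percent loss of FRET ratio relative to control wells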
The depositor's hits bear a star; i = inactive; . = not tested or not shown. An excerpt, so the mix of outcomes need not match the whole.

SMILES | NR2E3 ag-1 | HIF-2a block | Shn3 inh set2 | LMP1 NFkB inh | KKLEB tox | iPSC survival up | Peg3 prom inh | TRAIL sens C8 | MITF TRPM1 inh | CF NFkB inh | NR2E3 ag-2
Nc1nc(SCC(=O)Nc2ccc([N+](=O)[O-])cc2)[nH]c(=O)c1NC(=O)c1ccc(Br)cc1 | 3 | 18 | -9 | -5 | 9 | 1.1 | -5 | -54 | 2 | -35 | 0
CCOCCCNC(=O)C(c1ccccc1)N(Cc1ccc2c(c1)OCO2)C(=O)c1ccccc1O (configuration not stated) | -17 | 4 | -35 | -8 | 6 | -1.2 | 8 | -15 | 6 | 5 | 6
CC(OC(=O)CCN=C1NS(=O)(=O)c2ccccc21)C(=O)Nc1ccccc1F (configuration not stated) | -9 | 25 | -1 | 0 | 12 | 0.7 | 10 | 6 | -10 | -22 | -2
Cc1ccc(C(=O)OCC(=O)Nc2ccc3[nH]c(=O)[nH]c3c2)o1 | 16 | 3 | 4 | 0 | -7 | 0.3 | -4 | -14 | -3 | 1 | 3
COC(=O)c1ccc(N2CCN(C)CC2)c(NC(=O)c2cccnc2)c1 | -26 | 11 | 14 | 4 | 19 | -0.6 | 15 | 0 | 1 | -6 | 0
CN1C=CC=C/C1=C(\C#N)c1nc2ccccc2[nH]1 | -18 | -25 | 4 | -2 | 1 | -0.3 | -13 | -10 | -9 | 6 | -6
COCCN(C(=O)Cn1nnc2ccccc21)C(C(=O)NC1CCCC1)c1cccc(OC)c1OC (configuration not stated) | -23 | 7 | -5 | -2 | 7 | -0.5 | 1 | -5 | -3 | -8 | 3
C[C@H]1CN([C@@H](C)CO)C(=O)c2cccc(NC(=O)Nc3ccc(F)cc3)c2O[C@@H]1CN(C)Cc1ccc(C(=O)O)cc1 | -21 | -4 | -21 | -10 | 8 | 0.7 | 2 | -6 | 3 | -8 | .
CCOc1ccccc1N1CC(C(=O)Nc2ccccc2CC)CC1=O (configuration not stated) | -12 | 8 | 17 | -26 | 2 | 0.5 | 16 | 0 | -2 | 5 | 1
O=C(N/N=C/c1cccc(Br)c1)c1ccc(Cn2cc(Br)cn2)o1 | -36 | -83 | -29 | 7 | 14 | 3.1 | -35 | 4 | -5 | -2 | -2
Cc1ccc(S(=O)(=O)Nc2ncccn2)cc1 | -15 | 5 | -13 | 2 | 12 | 0.2 | 0 | -7 | -4 | -17 | 4
F[B-](F)(F)c1cnc2ccccc2c1 | -13 | 14 | -4 | 9 | 0 | 2.6 | 4 | -5 | 3 | -8 | .
O=C1c2ccccc2NC(c2ccc(F)cc2)N1Cc1ccco1 (configuration not stated) | 37 | 15 | 1 | -12 | 1 | 5.6 | 14 | -15 | 8 | -6 | 3
Cc1c(NC(=O)c2cc3c(=O)n4ccccc4nc3s2)c(=O)n(-c2ccccc2)n1C | -10 | 1 | 9 | 3 | 8 | 0.4 | 6 | 14 | -11 | -5 | -4
COc1ccc(C2NC(=O)NC(c3ccccc3)=C2c2nc3ccccc3s2)cc1 (configuration not stated) | -7 | 21 | -12 | -2 | 3 | -0.5 | 32 | -14 | -13 | 12 | -2
C/C(NC(=O)c1ccccc1)=C1/C(=O)CC2C1C2(C)C (configuration not stated) | -81 | -225 | -75 | -45 | 8 | -1.7 | -257 | 36 | i | -11 | 3
COc1ccccc1N1CCN(C(=O)c2oc3ccc(Br)cc3c2C)CC1 | -37 | 13 | -4 | 15 | -16 | -0.9 | 43 | -21 | 24 | 22 | 0
C/C(=N\NC(=O)Cn1c(-c2ccccn2)nc2ccccc21)c1ccccc1 | 7 | 17 | 19 | -8 | 16 | 2.9 | 11 | 1 | -2 | -19 | -2
COc1cc(C(=O)Nc2c(C(=O)O)[nH]c3ccccc23)cc(OC)c1OC | -4 | 22 | -13 | -1 | 3 | 1.1 | 6 | -24 | -1 | -21 | .
CCN(Cc1ccccc1)Cc1c(C)[nH]c2c(C)c(C)ccc2c1=O | -26 | 13 | 5 | 0 | -9 | 1.1 | 2 | -16 | 1 | 0 | -2
FC(F)(F)c1nc2ccccc2nc1N/N=C\c1ccccc1 | 11 | -129 | -43 | -12 | 9 | -2.1 | -133 | 4 | -8 | -46 | 6
CC12CCC(C(=O)Nc3ccc4c(c3)OCCO4)(OC1=O)C2(C)C (configuration not stated) | 15 | 42* | 15 | 28 | 3 | -2.3 | 12 | 4 | 25 | -13 | 1
O=C(NCC1CCCO1)c1ccc2c(c1)N(Cc1ccccc1)C(=O)CS2 (configuration not stated) | -24 | 11 | -1 | 1 | -1 | 0.0 | 11 | 2 | 5 | -3 | -1
COc1ccc(/C=C2\SC(=O)N(CCNC(=O)CN3C(=O)NC4(CCCC4)C3=O)C2=O)cc1 | -10 | -67 | -12 | -59 | 10 | -0.4 | -69 | 1 | -20 | 7 | 3
CC(C)C[C@@H](CNCC(=O)[C@H](CC(C)C)NC(=O)c1[nH]cnc1C(=O)N[C@H](CN)CC(C)C)NC(=O)c1nc[nH]c1C(=O)N[C@@H](CC(=O)O)C(=O)O | -40 | -8 | -2 | 3 | 8 | -0.6 | 3 | 6 | -4 | 3 | .

Whole records from above. Order of screens: NR2E3 ag-1, HIF-2a block, Shn3 inh set2, LMP1 NFkB inh, KKLEB tox, iPSC survival up, Peg3 prom inh, TRAIL sens C8, MITF TRPM1 inh, CF NFkB inh, NR2E3 ag-2
O=C1c2ccccc2NC(c2ccc(F)cc2)N1Cc1ccco1 (configuration not stated) across the screens: 37, 15, 1, -12, 1, 5.6, 14, -15, 8, -6, 3
C/C(NC(=O)c1ccccc1)=C1/C(=O)CC2C1C2(C)C (configuration not stated) across the screens: -81, -225, -75, -45, 8, -1.7, -257, 36, i, -11, 3

A portion from the list above:
SMILES | NR2E3 ag-1 | HIF-2a block | Shn3 inh set2 | LMP1 NFkB inh | KKLEB tox | iPSC survival up | Peg3 prom inh | TRAIL sens C8 | MITF TRPM1 inh | CF NFkB inh | NR2E3 ag-2
FC(F)(F)c1nc2ccccc2nc1N/N=C\c1ccccc1 | 11 | -129 | -43 | -12 | 9 | -2.1 | -133 | 4 | -8 | -46 | 6
CC12CCC(C(=O)Nc3ccc4c(c3)OCCO4)(OC1=O)C2(C)C (configuration not stated) | 15 | 42* | 15 | 28 | 3 | -2.3 | 12 | 4 | 25 | -13 | 1
O=C(NCC1CCCO1)c1ccc2c(c1)N(Cc1ccccc1)C(=O)CS2 (configuration not stated) | -24 | 11 | -1 | 1 | -1 | 0.0 | 11 | 2 | 5 | -3 | -1
COc1ccc(/C=C2\SC(=O)N(CCNC(=O)CN3C(=O)NC4(CCCC4)C3=O)C2=O)cc1 | -10 | -67 | -12 | -59 | 10 | -0.4 | -69 | 1 | -20 | 7 | 3
CC(C)C[C@@H](CNCC(=O)[C@H](CC(C)C)NC(=O)c1[nH]cnc1C(=O)N[C@H](CN)CC(C)C)NC(=O)c1nc[nH]c1C(=O)N[C@@H](CC(=O)O)C(=O)O | -40 | -8 | -2 | 3 | 8 | -0.6 | 3 | 6 | -4 | 3 | .

(cont.)
SMILES | NR2E3 ag-1 | HIF-2a block | Shn3 inh set2 | LMP1 NFkB inh | KKLEB tox | iPSC survival up | Peg3 prom inh | TRAIL sens C8 | MITF TRPM1 inh | CF NFkB inh | NR2E3 ag-2
CCOc1ccc(S(=O)(=O)NCCSc2ccccc2)cc1 | 21 | 9 | -25 | -2 | 5 | 2.0 | 5 | -12 | -3 | -26 | 5
CC1(C)CN(Cc2ccccc2)C(=O)[C@H]1CC(=O)Nc1ccc(Br)cc1 | -11 | 10 | 5 | -13 | -1 | 0.6 | 3 | 11 | . | 19 | .
CC(C)NC(=O)c1ccc2c(c1)N(CC(=O)NC1CCCCC1)C(=O)C(C)(C)O2 | -1 | 10 | 7 | 7 | -3 | -0.5 | -8 | -17 | 8 | 13 | .
Cc1c(NC(=O)Nc2ccc(Cl)c(Cl)c2)c(=O)n(-c2ccccc2)n1C | 6 | -6 | 3 | 13 | -8 | -0.5 | 6 | 3 | -8 | -16 | 2
CC1CC(C)(C)N(C(=O)CN2C(=O)CCC2=O)c2ccccc21 (configuration not stated) | -13 | 3 | 3 | 4 | -8 | -0.4 | 11 | 0 | 0 | -4 | 4
Cc1cc(NS(=O)(=O)c2c(C(=O)N3CCOCC3)c(C)n(C)c2C)ccc1Br | 9 | 7 | 11 | 14 | 5 | 1.1 | 42 | -10 | 11 | 8 | 2
CCN(CC)C(=O)C1CCCN(c2ccc([N+](=O)[O-])cc2)C1 (configuration not stated) | -49 | 16 | 9 | 1 | 4 | -0.5 | 7 | -18 | -13 | -22 | 0
CC(=O)C1=CCC(c2ccc(C(C)C)cc2)N(S(=O)(=O)c2ccc(C)cc2)C1 (configuration not stated) | 5 | -113 | 1 | . | -2 | -0.8 | -48 | 1 | . | 21 | .
CCc1ccc(C2CC(c3ccc(Cl)cc3)=NNC2=O)cc1 (configuration not stated) | 9 | -5 | 5 | -10 | 4 | 0.1 | 16 | -9 | 2 | -1 | 2
COc1ccc(C)c2sc(=NC(=O)c3ccccc3)n(C)c12 | -86 | -291 | -42 | -56 | -10 | -1.6 | -275 | -8 | . | -2 | 2
COC(=O)CS(=O)(=O)c1cc(Br)cc2c1N(C(C)=O)CC2 | -13 | 3 | 2 | -5 | -6 | 0.9 | 7 | 3 | -8 | 0 | -2
COc1cc(C(=O)NCCC(C)C)ccc1OCc1ccc(Cl)cc1Cl | -8 | 12 | 10 | 1 | -14 | -0.5 | 14 | 1 | 3 | 3 | 1
CCOc1cc2[nH]c(=O)n(CCC(=O)NCc3ccc(OC)cc3)c(=O)c2cc1OCC | -18 | -1 | 10 | 8 | -22 | 3.0 | 7 | 0 | 4 | 5 | 2
